Screens: PubChem BioAssay, National Center for Advancing Translational Sciences (NCATS)
Tau ThT inhib – qHTS for Inhibitors of Tau Fibril Formation, Thioflavin T Binding. AID 1460, 2008. Potency, µM (series often up to 57.4 µM), for inactives: at the highest dose activity, negative = inhibition, hits mostly inhibitors. recombinant tau K18 P301L, heparin-induced fibrillization, ThT fluorescence. Microtubule-associated protein tau (Homo sapiens), P10636. actives 2.1% (n = 270,000); note: % is set by controls: 0 for no effect and ±100 for the full control effect; nearly all actives have a fitted effect of over 55% in size
Target sequence (P10636 561-689 P618L limits assumed): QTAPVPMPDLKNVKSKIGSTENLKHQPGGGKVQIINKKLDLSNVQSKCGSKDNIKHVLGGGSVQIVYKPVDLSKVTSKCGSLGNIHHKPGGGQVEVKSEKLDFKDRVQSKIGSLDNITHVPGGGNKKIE
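Aggregation was driven by heparin (20 uM final) acting on recombinant tau […] bearing P301L in 100 mM sodium acetate pH 7; fibrils were detected with Thioflavin T.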
Tau FP inhib – qHTS for Inhibitors of Tau Fibril Formation, Fluorescence Polarization | Microtubule-associated protein tau (Homo sapiens), P10636 | K18 P301L tau heparin fibrillization, Alexa594 FP, 6 h | Potency, µM (series often up to 57.7 µM), inactives show at the highest dose activity, negative = inhibition, actives largely listed as inhibitors | actives 0.39% (n = 280,000); note: % is set by controls: 0 for no effect and ±100 for the full control effect; nearly all actives have a fitted effect of over 55% in size
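Read-out: fluorescence polarization of Alexa 594-labeled tau (0.24 uM), 555 nm excitation, 632 nm emission. Mixtures held 15 uM unlabeled K18 P301L, compound and 20 uM heparin, pH 7 acetate buffer, incubated 6 hr at 37 C.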
aGal spleen mod – qHTS Assay for Inhibitors and Activators of Human alpha-Galactosidase From Spleen Homogenate. Alpha-galactosidase A (Homo sapiens), P06280. human spleen homogenate, 4MU-alpha-Gal fluorescence, 40 min. Potency, µM (series often up to 80 µM), inactives show top-dose activity change, negative = inhibition, hits mostly inhibitors. actives 0.008% (n = 240,000). AID 2107, 2009;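 note: 0% = enzyme with vehicle and -100% = no enzyme basal signal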
Target sequence (P06280 32-429 limits assumed): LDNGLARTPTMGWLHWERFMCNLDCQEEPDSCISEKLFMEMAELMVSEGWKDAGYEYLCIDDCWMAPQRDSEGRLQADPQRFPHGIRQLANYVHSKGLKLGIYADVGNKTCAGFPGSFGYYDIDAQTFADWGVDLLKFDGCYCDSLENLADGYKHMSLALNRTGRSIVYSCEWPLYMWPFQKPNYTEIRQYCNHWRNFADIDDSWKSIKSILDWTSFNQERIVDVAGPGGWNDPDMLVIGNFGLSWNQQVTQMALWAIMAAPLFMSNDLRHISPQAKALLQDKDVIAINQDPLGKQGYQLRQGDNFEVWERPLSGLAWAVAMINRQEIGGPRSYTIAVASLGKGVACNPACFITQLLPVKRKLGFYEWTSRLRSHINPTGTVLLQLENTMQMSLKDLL
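qHTS titration in buffer at pH 5.0. Alpha-galactosidase activity in spleen homogenate was measured via 4-methylumbelliferone release from 1 mM fluorogenic substrate after 40 min at 37C and a pH 10 stop. AC50 came from Hill fits of control-normalized data.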
GAA spleen mod – qHTS Assay for Inhibitors and Activators of Human alpha-Glucosidase From Spleen Homogenate; Lysosomal alpha-glucosidase (Homo sapiens), P10253; actives 0.006% (n = 240,000); Potency, µM (series often up to 79.9 µM), inactives show at the top dose activity change, negative = inhibition, hits mostly inhibitors; human spleen homogenate, 4-MU-alpha-glucoside fluorescence; AID 2112, 2009;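 note: 0% = enzyme with vehicle and -100% = no enzyme basal signal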
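Human spleen homogenate (1 ug) incubated with compounds and 1 mM 4-methylumbelliferyl-alpha-D-glucopyranoside in pH 5.0 citrate/phosphate buffer, 37 C, 40 min. Stopped at pH 10; 4-MU fluorescence (Ex 365/Em 440 nm); AC50 by Hill fit.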
GAA glycogen mod – qHTS Assay for Inhibitors and Activators of Human alpha-Glucosidase Cleavage of Glycogen; recombinant GAA, glycogen substrate, Amplex Red glucose oxidase fluorescence; Potency, µM (series often up to 76.4 µM), for the others: at the highest dose activity change, negative = inhibition, actives largely listed as inhibitors; Lysosomal alpha-glucosidase (Homo sapiens), P10253; actives 0.38% (n = 300,000);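 note: 0% = full enzyme reaction and -100% = no-enzyme basal signal; the screen sought inhibitors and activators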
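Recombinant enzyme (4 nM final) with compounds titrated up to 77 uM and bovine liver glycogen (30 ug) in citrate pH 5.0, 0.01% Tween-20, 37 C 40 min. Released glucose detected by Amplex Red/glucose oxidase (Ex 573/Em 610); AC50 from Hill fits.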
GAA inh – qHTS Assay for Inhibitors of Human alpha-Glucosidase as a Potential Chaperone Treatment of Pompe Disease | purified human GAA, 4-MU-alpha-glucoside fluorescence | Potency, µM (top dose mostly 76.9 µM), inactives show at the highest dose activity change, negative = inhibition, hits mostly inhibitors | actives 0.005% (n = 200,000) | AID 1466, 2008;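 note: plate controls were uninhibited enzyme wells for no effect and no-enzyme background for full effect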
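Compounds are titrated up to 77 uM against 4 nM human enzyme. Substrate 4-methylumbelliferyl-alpha-D-pyranoside (400 uM) reacts 20 min at room temperature in pH 5.0 buffer; liberated 4-methylumbelliferone is read at 440 nm.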
HTT ATP protect – qHTS Multiplex Assay to Identify Dual Action Probes in a Cell Model of Huntington: Cytoprotection (ATP) | PC12 HTT-Q103 induced, cytoprotection, ATP luminescence, 40 h | Potency, µM (top dose mostly 56.4 µM), without a hit: cytoprotection (ATP increase), usual class: activators | actives 0.14% (n = 230,000) | AID 1471, 2008;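 note: % of control where 0% means no effect; nearly all actives have a fitted effect of over 45% in size; toxic huntingtin expression switched on by the ecdysone agonist tebufenozide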
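PC12 cells with ecdysone-inducible HTT exon 1 Q103-GFP, induced with 100 nM tebufenozide and co-treated with library compounds in a dose series (1536-well, 1500 cells/well). Cytoprotection read as ATP content by ATPlite luminescence.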
Tau fluor counter – Counterscreen qHTS for Inhibitors of Tau Fibril Formation, Fluorescence Polarization; Potency, µM (series often up to 57.7 µM), for the others: at the highest dose activity change, negative = decrease; actives 0.93% (n = 280,000); tau K18 P301L (four-repeat tau fragment) Alexa594 fluorescence, heparin fibrillization; AID 1463, 2008; note: % is set by controls: 0 for no effect and ±100 for the full control effect; nearly all actives have a fitted effect of over 55% in size
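Human K18 P301L tau (15 uM unlabeled plus 0.24 uM Alexa 594-labeled, final) in 100 mM sodium acetate pH 7 was mixed with compound and 20 uM heparin and incubated 6 hr at 37 C.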
An asterisk follows results filed as active; u = inconclusive; x = not tested or not shown; [ ] = another dose, or the depositor's remark. Calls come from the whole dose curve; as a rule, active = well fitted curve in the direction sought with a large enough effect; inconclusive = small, poorly fitted or top-dose-only effect, or another doubt; inactive = no such curve, though single readings can be large; an effect the other way counts as inactive or inconclusive. Potency is the fitted concentration of half-maximal effect.

SMILES | Tau fluor counter | Tau FP inhib | GAA inh | GAA glycogen mod | Tau ThT inhib | aGal spleen mod | GAA spleen mod | HTT ATP protect
CSC1=N/C(=C\c2ccc(C)cc2)C(=O)S1 | -12% | -5% | 2% | 7% | -14% | 5% | -7% | -8%
CC1(C)Cc2c(C#N)c(N)sc(=S)c2CO1 | -18% | u | -5% | -20% | u | 17% | -12% | -5%
CC(=O)N/N=C/c1cc([N+](=O)[O-])ccc1OCCOc1ccccc1 | -18% | -8% | -2%[15.4 µM] | -10% | -12% | 6% | -10% | 4%
COc1ccc(-c2[nH]ncc2CN2CCCC(C(=O)c3ccc(OC)cc3OC)C2)cc1 (stereo unspecified) | -8% | 3% | -9% | 10% | -13% | -8% | -12% | -43%[inhibitor]
Cc1ccc(Cn2ccnc2C(=O)Nc2ccccc2)cc1 | -20% | -13% | -4% | -3% | -9% | 1% | x | -35%
Cc1ccc2[nH]c3c(N4CCN(Cc5ccc6c(c5)OCO6)CC4)ncnc3c2c1 | -24% | u | -7% | -8% | u | 21% | 15% | -21%
Cc1cccc(C(=O)O/N=C(\N)c2ccc(Br)cc2)c1 | -21% | 1% | 2% | -1% | -23% | 4% | 7% | 3%[10 µM]
CCCc1cc2c(cc1NC(=O)c1ccc(C(C)(C)C)cc1)OCO2 | -15% | -4% | -13% | 1% | -9% | -4% | -5% | 2%[1.9 µM]
COc1cc(C2c3c(-c4ccc(C)cc4)n[nH]c3C(=O)N2c2ccc(F)cc2)ccc1O (stereo unspecified) | -28% | u | x | -8%[76.3 µM] | u | x | x | x
C=C(C)C1Cc2c(C)nn(-c3cccc4cccnc34)c2C1 (stereo unspecified) | -8% | 5% | x | -9% | -12% | 0% | -4% | 8%[10 µM]
O=C(CSc1oc(-c2ccc(F)cc2)nc1S(=O)(=O)c1ccc(F)cc1)NCC1CCCO1 (stereo unspecified) | 1% | 12% | 4% | 6% | -1% | 7% | 8% | -3%[10 µM]
CCc1nnc(NC(=O)CSc2nnc(COc3ccc(C#N)cc3)n2-c2ccccc2)s1 | -4% | -2% | -6% | -1% | 1% | 3% | -3% | 1%[10 µM]
CCN(CC)C(=O)Cn1c(=O)n(Cc2ccc(C(=O)NCCc3ccc(OC)c(OC)c3)cc2)c(=O)c2ccccc21 | -9% | -1% | x | -2%[76.3 µM] | -7% | x | x | x
CC(N)=O | -3% | 1% | x | x | -3% | -13% | -1% | -3%[1.9 µM]
CC(C)c1cc(C(=O)O)n[nH]1 | -1% | 4% | -1% | 1% | -2% | 2% | -1% | -7%
CCSC1=C(C#N)C2(CCCCC2)C(C#N)=C(N)N1 | -13% | 9% | 4% | -9% | -4% | 7% | -2% | -25%[10 µM]
CCSc1nc2ccccc2c(=O)n1Cc1ccc(F)cc1 | -8% | 1% | -13% | -2% | -5% | 3% | 4% | -22%
COc1ccc(C2CC(c3cccs3)=NN2C(=S)Nc2ccccc2)cc1OC (stereo unspecified) | -18% | 2% | -1% | 2% | 5% | -4% | -4% | 30%[10 µM]
Cn1[nH]c(CSc2ccc(Cl)cc2)cc1=O | u | u | 3% | u | u | -3% | 3% | -5%[10 µM]
CCN(CC)CCn1c(-c2ccccc2)nc2c(NCCO)nc(C)nc21 | -3% | u | x | x | 1% | 5% | -7% | -45%[inhibitor]

Part of the list above in a different format:
Fields: Tau fluor counter	Tau FP inhib	GAA inh	GAA glycogen mod	Tau ThT inhib	aGal spleen mod	GAA spleen mod	HTT ATP protect
CSC1=N/C(=C\c2ccc(C)cc2)C(=O)S1
→ -12%	-5%	2%	7%	-14%	5%	-7%	-8%
CC1(C)Cc2c(C#N)c(N)sc(=S)c2CO1
→ -18%	u	-5%	-20%	u	17%	-12%	-5%
CC(=O)N/N=C/c1cc([N+](=O)[O-])ccc1OCCOc1ccccc1
→ -18%	-8%	-2%[15.4 µM]	-10%	-12%	6%	-10%	4%
COc1ccc(-c2[nH]ncc2CN2CCCC(C(=O)c3ccc(OC)cc3OC)C2)cc1 (stereo unspecified)
→ -8%	3%	-9%	10%	-13%	-8%	-12%	-43%[inhibitor]
Cc1ccc(Cn2ccnc2C(=O)Nc2ccccc2)cc1
→ -20%	-13%	-4%	-3%	-9%	1%	x	-35%
Cc1ccc2[nH]c3c(N4CCN(Cc5ccc6c(c5)OCO6)CC4)ncnc3c2c1
→ -24%	u	-7%	-8%	u	21%	15%	-21%
Cc1cccc(C(=O)O/N=C(\N)c2ccc(Br)cc2)c1
→ -21%	1%	2%	-1%	-23%	4%	7%	3%[10 µM]
CCCc1cc2c(cc1NC(=O)c1ccc(C(C)(C)C)cc1)OCO2
→ -15%	-4%	-13%	1%	-9%	-4%	-5%	2%[1.9 µM]
COc1cc(C2c3c(-c4ccc(C)cc4)n[nH]c3C(=O)N2c2ccc(F)cc2)ccc1O (stereo unspecified)
→ -28%	u	x	-8%[76.3 µM]	u	x	x	x
C=C(C)C1Cc2c(C)nn(-c3cccc4cccnc34)c2C1 (stereo unspecified)
→ -8%	5%	x	-9%	-12%	0%	-4%	8%[10 µM]

(next part)
SMILES | Tau fluor counter | Tau FP inhib | GAA inh | GAA glycogen mod | Tau ThT inhib | aGal spleen mod | GAA spleen mod | HTT ATP protect
CNC(=S)NC1CC2CCCC(C1)N2Cc1ccc(C)cc1 (stereo unspecified) | -6% | -2% | -1% | -1% | -3% | 10% | 5% | 11%[10 µM]
Cn1c(=O)c2c(ncn2CC(=O)Nc2cc(Cl)c(Cl)cc2Cl)n(C)c1=O | 0% | 2% | -3% | 5% | 2% | 5% | -2% | -24%[0.074 µM]
O=C(CSc1nc(-c2ccccc2)nc2ccccc12)Nc1nccs1 | -18% | -14% | -3% | -1% | 2% | -3% | -4% | -8%
O=C(NCCSc1c(-c2ccc(Cl)cc2)[nH]c2ccccc12)c1ccc(S(=O)(=O)N2CCOCC2)cc1 | 4µM*[quencher] | -14% | x | 6%[76.3 µM] | -6% | x | x | x
Cc1ccc(-c2nnn(CC(=O)Nc3ccc(S(=O)(=O)N4CCC(C)CC4)cc3)n2)cc1 | -10% | u | 4% | 2% | 21% | -2% | 2% | -27%[10 µM]
COc1cccc(-c2noc(CCCC(=O)N3CCOCC3)n2)c1 | -5% | 8% | 2% | 0% | -12% | 4% | 0% | 7%
O=C(O)C1CCCCC1C(=O)Nc1cnn(Cc2ccccc2)c1 (stereo unspecified) | 5% | 0% | 6% | -15% | -2% | 1% | -16% | 7%
CCN(CC)S(=O)(=O)c1ccc(N2CCOCC2)c(NC(=O)C2CCCC2)c1 | -7% | 7% | 7% | 3% | -8% | 3% | -8% | -20%[10 µM]
CCCSc1nc(N)nc(-c2cccs2)c1C#N | u | u | -3% | -3% | -14% | -15% | -4% | -4%
COc1ccccc1NC(=O)CSc1ccc(-c2cccs2)nn1 | -29% | -9% | -3% | 3% | -10% | -1% | -14% | 18%
COc1ccc(CNC(=O)Nc2cccc(C(F)(F)F)c2)cc1OC | 0% | 2% | -4% | 4% | 4% | 10% | 18% | 12%[10 µM]
CCc1nn(CC(=O)N2CCN(c3cccc(C(F)(F)F)c3)CC2)c(=O)c2cc3occc3n12 | -4% | -1% | x | 1%[76.3 µM] | 1% | x | x | x
S=C(Nc1ccccc1Cl)N1CCN(Cc2ccccc2)CC1 | -3% | -2% | u | -6% | -1% | 1% | 0% | x
COC(=O)CNC(=O)C1CCN(c2nc(C)cc(C)n2)CC1 | -2% | 2% | -9% | -1% | 5% | -2% | -5% | -9%
O=C(Nc1nc2ccccc2[nH]1)c1ccccc1 | -10% | 7% | -10% | 7% | -20% | -3% | -2% | -101%[inhibitor]
CC(C)OC(=O)CSc1nnc(-c2ccc(Cl)cc2Cl)o1 | -12% | -6% | -10% | -4% | -17% | 4% | 4% | 1%[10 µM]
NS(=O)(=O)c1ccc(NC(=O)CSc2nnc(-c3cnccn3)n2-c2ccccc2)cc1 | 4% | -1% | -2% | 9% | 4% | -2% | -7% | -7%
O=C(CP(=O)(O)CC(=O)c1ccccc1)c1ccccc1 | 12% | 5% | 6% | 5% | 6% | 6% | -3% | 5%[10 µM]
COC(=O)NC(c1cccc(C)c1)C(C(C)=O)C(=O)OC (stereo unspecified) | -12%[11.6 µM] | -4%[11.6 µM] | x | x | -9%[11.5 µM] | 11%[17.5 µM] | 11%[17.4 µM] | 7%[10 µM]
COc1ccc(OC)c(NC(=O)c2cnn(-c3ccccc3Cl)c2NC(=O)c2ccco2)c1 | -19% | 12% | 2% | -9% | u | -1% | 3% | -19%

SMILES | Tau fluor counter | Tau FP inhib | GAA inh | GAA glycogen mod | Tau ThT inhib | aGal spleen mod | GAA spleen mod | HTT ATP protect
COc1cc2c(cc1OC)C(C1C(=O)CCCC1=O)N(C(=O)CCl)CC2 (stereo unspecified) | 7% | -2% | 0% | -8% | 1% | 2% | 5% | 2%[10 µM]
Cc1cccc(Nc2nc(N)nc(CN3CCN(c4ccccc4)CC3)n2)c1 | -11% | 3% | -4% | -3% | u | 6% | 5% | -20%
COc1ccc(-c2nc(CS(=O)CC(=O)N3CCCC3)c(C)o2)cc1 (stereo unspecified) | 4% | -2% | -3% | 2% | -9% | -2% | -8% | -8%
Cc1cccc(C(=O)NC(=S)NNC(=O)Cc2ccccc2)c1 | -5% | -3% | 0% | -10% | -14% | -8% | -8% | -23%[10 µM]
